# phage Ecoli inh – E. coli growth loss with phage present | growth absorbance | inhibition, % at 11.9 µM | 360,000 tested, 0.26% active; in the data active = inhibition above about 11%
# HTR5A inv ag – counter-screen for OPRM1-OPRD1 inverse agonists: human HTR5A inverse agonism; AID 504634; HTR5A cell line, luminescence; P47898; 340,000 tested, 0.083% active; inhibition, % at 9.3 µM; in the data active = inhibition mostly above about 23%, no sharp cut-off; inactive = mostly below about 18%;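 note: 0% = cells with DMSO and 100% = no-cell wells with DMSO; some compounds called inactive have numbers as strong as hits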
# OPRM1-OPRD1 inv – inverse agonists of human mu-delta opioid receptor heterodimerization. P35372+P41143. cell-based MOR-DOR heterodimer luminescence, inverse agonism. AID 504357. 340,000 tested, 0.21% active. inhibition, % at 9.3 µM; in the data active = inhibition above about 22%, passing the limit was not always enough;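 note: 0% = cells with DMSO and 100% = wells without cells with DMSO; values of inactives mirror those of a sister screen read the other way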
# Target sequence (P35372 whole entry, looked up): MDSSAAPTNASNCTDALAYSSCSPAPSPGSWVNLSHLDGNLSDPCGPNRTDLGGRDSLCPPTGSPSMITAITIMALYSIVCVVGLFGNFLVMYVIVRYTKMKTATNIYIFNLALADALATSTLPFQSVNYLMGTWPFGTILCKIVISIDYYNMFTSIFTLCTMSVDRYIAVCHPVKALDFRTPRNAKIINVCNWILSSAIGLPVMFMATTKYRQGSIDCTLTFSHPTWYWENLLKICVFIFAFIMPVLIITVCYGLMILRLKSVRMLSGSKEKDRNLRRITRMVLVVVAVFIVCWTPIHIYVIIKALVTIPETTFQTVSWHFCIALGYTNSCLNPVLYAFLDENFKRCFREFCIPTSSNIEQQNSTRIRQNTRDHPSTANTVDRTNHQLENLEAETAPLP
# Target sequence (P41143 whole entry, looked up): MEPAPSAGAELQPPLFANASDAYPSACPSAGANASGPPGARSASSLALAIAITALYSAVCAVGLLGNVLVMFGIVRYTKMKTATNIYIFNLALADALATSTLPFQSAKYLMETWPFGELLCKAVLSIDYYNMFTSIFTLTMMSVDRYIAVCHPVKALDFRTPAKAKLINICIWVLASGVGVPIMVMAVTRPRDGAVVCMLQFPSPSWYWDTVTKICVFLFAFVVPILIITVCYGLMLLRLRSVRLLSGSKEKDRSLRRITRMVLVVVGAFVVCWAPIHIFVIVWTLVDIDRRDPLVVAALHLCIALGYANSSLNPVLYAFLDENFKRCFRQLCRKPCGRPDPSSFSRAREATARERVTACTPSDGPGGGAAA
# PfHsp90 yeast 2 – growth inhibition of yeast expressing Plasmodium Hsp90; 310,000 tested, 0.32% active; S. cerevisiae expressing PfHsp90, BacTiter-Glo ATP, 48 h; yeast lacking PDR1 and PDR3 efflux regulators; inhibition, % at 9.4 µM;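 active = every replicate shows inhibition above about 80%, whatever the replicate mean, limit read from the data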;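 note: 0% = DMSO neutral controls and 100% = 20 µM radicicol positive controls; yeast relying on Plasmodium falciparum Hsp90 in place of its own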
# PKA-R1A act – activates the PKA-R1A holoenzyme complex | AID 504707 | P00514+P68181 | activation, % at 11.4 µM | 340,000 tested, 0.083% active | PKA-R1A dissociation, Cy5-IP20 fluorescence polarization; scaled: DMSO 0%, 113 µM cGMP 100%;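 active = percent activation above the mean of all tested compounds plus 3 SD, cut at about 19% in these data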;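 note: higher means more PKAc released from R1A so a rise in polarization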
# SUMO Mot1 rescue – blocks SUMOylation pathway, rescuing yeast Mot1-301 growth. S. cerevisiae Mot1-301 growth rescue, ATP luminescence, 38.5C; percent above DMSO median, 100 means doubled. growth rescue, % at 18.8 µM. 320,000 tested, 1% active;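 active = every valid replicate shows activation above 250% relative to neutral control wells; inactive = the rest, any valid replicate at or below 250%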;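 note: OY570 slx delta 5 strain wells were the positive control but not used for scaling; some compounds called inactive have numbers as strong as hits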
# AddAB inh – less growth of phage-infected E. coli with AddAB. E. coli expressing H. pylori AddAB, absorbance growth. inhibition, % at 11.9 µM. 330,000 tested, 0.29% active; in the data active = inhibition above about 12%;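 note: 0% = vehicle wells of infected cells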
# MOR-DOR ag – OPRM1-OPRD1 heterodimerization agonism | P35372+P41143 | cells, luminescence | activation, % at 9.3 µM | 340,000 tested, 0.3% active; in the data active = activation above about 18%;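 note: 0% = vehicle-treated cells and 100% = reference agonist; values of inactives mirror those of a sister screen read the other way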
# Ecoli viability – reduces bacterial viability in AddAB counter-screen | E. coli V3065 growth, OD600 absorbance, 18 h | inhibition, % at 11.9 µM | 330,000 tested, 0.27% active | AID 449728;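 active = inhibition above the campaign's mean inhibition across all tested compounds plus 3 SD, cut at about 9.9% in these data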;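 note: uninfected addAB+ strain grown without phage in ampicillin broth; 0% = DMSO wells and 100% = ciprofloxacin 0.95 µg/ml wells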
# PKA-R2B act – PKA-R2B complex activation; PKA-R2B holoenzyme dissociation, Cy5-IP20 fluorescence polarization; R2B truncated from residue 108, S112A mutant; 0% DMSO only, 100% 113 µM cGMP; P22694+P31323; AID 504700; 340,000 tested, 0.079% active; activation, % at 11.4 µM;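 active = activation above a cutoff set at the mean over all compounds plus 3 SD, cut at about 18% in these data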;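 note: higher means more holoenzyme dissociation and a rise in polarization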
# Tat transport – blocks Tat-dependent protein export in E. coli. E. coli MC4100 TorA-mCherry Tat export, fluorescence. inhibition, % at 10 µM. 340,000 tested, 0.036% active;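 active = mean replicate inhibition at least 50% and at least half of replicates individually reaching 50%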;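 note: exported cargo escapes ClpAP degradation while cytoplasmic cargo is degraded and loses fluorescence; 0% = median of neutral control wells and 100% = median of NaSCN control wells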
# * hit, by the source's call; i = inactive; / = no result given. Not a hit list; about 2.2% have a hit in one of these screens.
canonical_smiles,PfHsp90 yeast 2,MOR-DOR ag,Tat transport,SUMO Mot1 rescue,OPRM1-OPRD1 inv,PKA-R1A act,PKA-R2B act,phage Ecoli inh,HTR5A inv ag,Ecoli viability,AddAB inh
O=c1c2ccccc2ncn1Cc1nc2ccccc2s1,27,-1.1,-2,-29,7,9,3,2.2,-16,-1.6,0.3
Cc1cc(C)c2cc(C(c3nnnn3C3CCCC3)N3CCOCC3)c(=O)[nH]c2c1 (centres undefined),-47,-0.4,-2,-14,2,-1,-2,1.6,-1,-0.8,-1.9
O=C(Nc1ccc(C(F)(F)F)cc1)c1cccc(-n2cnnn2)c1,-8,1.1,0,22,-4,-12,-9,3.0,1,1.6,1.3
CCN(CC)C(=O)Cn1cc(S(=O)(=O)CC(=O)NCc2ccc3c(c2)OCO3)c2ccccc21,16,0.8,5,-18,-4,-11,-1,0.9,-10,-0.6,-1.8
Cc1ccc(CNC(=O)Cc2cn(C)c3ccccc23)cc1,-8,-3.3,-8,171,15,-10,-9,4.0,12,1.0,0.5
O=C(NCc1ccccc1)C1CCC(=O)N(CCN2CCOCC2)C1 (centres undefined),-11,-1.9,19,12,10,2,-7,2.1,18,-0.3,2.0
COc1cc(OC)cc(C(=O)Nn2cc(C(=O)Nc3ccccc3F)c3ccccc3c2=O)c1,/,-1.0,1,-6,6,-14,-11,0.7,-5,-0.5,0.4
CCOC(=O)c1sc(NC(=O)C2CCCCC2)nc1C,5,2.2,20,9,-11,1,-2,3.4,5,-0.7,0.0
CC(C)(O)C#CC#CCN1CCOCC1,-13,-2.5,4,5,11,-10,1,3.6,9,-1.4,3.2
CCCCCCCOc1ccc(OC(=O)c2ccncc2)cc1,45,-1.2,1,-1,7,-1,-3,0.9,18,0.2,0.4
O=C(c1ccc2c(c1)OCO2)N1CCc2ccccc2C1,11,1.8,15,7,-10,12,-3,3.0,-3,0.3,1.5
COCCCn1c(SCC(=O)N2CCCC(C)C2)nnc1-c1ccco1 (centres undefined),12,-1.4,8,-15,8,3,-6,3.1,-9,0.2,1.7
O=C(O)c1cc([N+](=O)[O-])ccc1C(=O)Nc1cccc([N+](=O)[O-])c1,-4,-1.3,4,20,7,-14,2,0.2,-10,-0.4,-2.0
O=C(Cn1nc(Cc2cccnc2)c2ccccc2c1=O)NCCCN1CCCC1=O,-8,-2.5,-4,0,12,3,8,1.7,8,1.4,2.7
Cc1nn(-c2ccc(C(=O)O)cc2)c(C)c1Cl,10,0.0,-2,-18,0,-7,6,4.1,-6,-2.4,-0.5
O=C(CCC1CCCC1)Nc1nnc(-c2ccc3c(c2)OCO3)s1,-11,-1.4,-2,17,8,8,-10,3.4,7,-2.9,1.6
Cc1[nH]c(C)c(S(=O)(=O)NCc2ccc(F)cc2)c1C(=O)N1CCCCC1,-3,-1.1,1,16,6,-7,-3,4.2,-9,-3.4,3.0
CC(C)CC(CO)N1CCN(C(=O)c2cccc(Cl)c2)CCC1=O (centres undefined),/,-0.7,6,9,4,7,-8,-0.3,-31,-0.3,-1.1
N#Cc1c(N)nc2c(c1N)CC(CO)O2 (centres undefined),-10,-1.1,6,3,6,8,-8,3.2,-24,2.4,0.8
CCc1nnc(NC(=O)CCC(=O)N2CCN(Cc3ccccc3)CC2)s1,13,0.7,-9,-5,-4,-11,-11,0.9,8,2.7,0.9

# Single records, from the list above. Values in the order: PfHsp90 yeast 2 | MOR-DOR ag | Tat transport | SUMO Mot1 rescue | OPRM1-OPRD1 inv | PKA-R1A act | PKA-R2B act | phage Ecoli inh | HTR5A inv ag | Ecoli viability | AddAB inh
# Record of `O=c1c2ccccc2ncn1Cc1nc2ccccc2s1` : 27 | -1.1 | -2 | -29 | 7 | 9 | 3 | 2.2 | -16 | -1.6 | 0.3
# Record of `COCCCn1c(SCC(=O)N2CCCC(C)C2)nnc1-c1ccco1` (centres undefined) : 12 | -1.4 | 8 | -15 | 8 | 3 | -6 | 3.1 | -9 | 0.2 | 1.7

# Next part:
canonical_smiles,PfHsp90 yeast 2,MOR-DOR ag,Tat transport,SUMO Mot1 rescue,OPRM1-OPRD1 inv,PKA-R1A act,PKA-R2B act,phage Ecoli inh,HTR5A inv ag,Ecoli viability,AddAB inh
Cc1nc(-c2ccc(NC(=O)CC(C)C)cc2)cs1,9,-2.1,-1,9,12,-11,2,2.5,-1,1.8,-0.3
OCC[C@@H]1C[C@@H](O)[C@H](O)[C@]2(OCCc3ccccc32)O1,12,-2.0,-1,13,12,-6,-3,1.4,0,-2.9,2.9
COC(=O)c1ccc(CO/N=C/c2ccccc2OC)cc1,14,2.1,2,91,-11,-6,4,3.8,-3,-0.9,0.7
C=CCOC(=O)/C(=C\c1ccccc1)NC(=O)c1ccco1,-6,-3.4,-5,55,18,2,-3,4.1,-17,0.1,1.9
O=C(CN(CC1CCCO1)C(=O)CNS(=O)(=O)c1ccc(Cl)cc1)NC1CCCC1 (centres undefined),9,-0.9,-1,13,7,6,8,2.0,-7,3.5,1.5
Cc1cc(C)n(CC(C)NCc2cn[nH]c2-c2ccc(C)c(C)c2)n1 (centres undefined),0,0.4,-4,13,-2,-15,-8,4.8,5,0.2,5.7
O=C1C=C(N2CCOCC2)c2ccccc2C1=O,3,15,-16,-2,-74,-6,-5,-0.1,1,-2.5,0.9
CS(=O)(=O)N(CC(=O)NCc1ccco1)Cc1ccc(Cl)cc1,-24,-1.2,-10,9,5,6,6,0.6,2,-0.5,2.4
Cc1cc(=O)[nH]c(SCC(=O)c2ccccc2)c1C#N,20,-1.8,2,/,10,-7,-5,2.8,-5,1.1,4.0
CC(CNC(=O)CN1C(=O)CCSc2ccccc21)c1ccccc1 (centres undefined),-40,-3.3,-9,-5,15,2,-12,3.0,0,2.5,0.5
O=C(CCn1[nH]c(=O)c2ccccc2c1=O)OC1CCCCC1,-21,3.2,-6,9,-19,-14,-7,3.0,-4,0.6,0.2
CCNc1nc(N)nc(Oc2ccc(C(=O)OC)cc2)n1,7,-0.8,4,1,4,-11,9,2.5,-3,1.7,-0.3
CC[C@]1(C(=O)OC)[C@H]2C(=O)N(C)C(=O)[C@H]2[C@H]2CN=C(SCc3ccc(Cl)cc3)N21,0,-3.3,-6,/,16,0,-4,2.5,1,-0.2,-0.6
c1cnc(N2CCN(c3nc4ccccc4n4cnnc34)CC2)nc1,-2,0.5,10,-5,-3,7,-3,1.0,7,-3.4,-2.6
COc1cccc(NC(=O)N(Cc2ccco2)C(C)c2cccs2)c1 (centres undefined),-1,1.5,2,82,-9,-10,3,1.2,6,-2.6,2.4
O=C(N/C(=C\c1ccccc1)C(=O)N1CCOCC1)c1ccccc1Cl,-24,-0.6,12,262,4,-6,-10,1.0,6,-3.2,1.6
Cc1ccc(CNC(=O)C2CC(=O)N(C3CCCCCC3)C2)cc1 (centres undefined),/,0.2,9,-3,-1,-2,-8,1.2,-5,-0.5,4.1
O=C(c1ccc(NS(=O)(=O)c2cccc([N+](=O)[O-])c2)cc1)N1CCCCCC1,36,-4.0,-6,10,21,-10,-6,1.9,-6,1.5,1.9
Cc1ccc2oc(-c3ccc(C)c(NC(=O)Cc4cccs4)c3)nc2c1,0,-2.6,-9,5,15,0,6,2.4,19,-0.9,1.4
CC(C)[C@@H]1CN=C(N)N1C[C@@H]1CCCN1C[C@H](C)N1C[C@@H](Cc2ccccc2)N(CCc2ccc(Cl)c(Cl)c2)C1=N,1,-2.9,26,/,14,0,-10,/,-1,1.8,1.7
S=c1nc(-c2ccco2)[nH][nH]1,8,-2.4,4,-22,14,-6,-3,1.2,11,-0.6,-0.2
Cn1c(C(=O)NN)cc2cc(Oc3ccccc3)ccc21,-34,-1.7,0,-7,8,4,-2,-3.0,-12,1.4,0.9
O=C(Cc1ccc([N+](=O)[O-])cc1)NC(C(=O)O)C(O)c1cccc([N+](=O)[O-])c1 (centres undefined),6,-0.4,0,6,2,3,-3,1.4,20,-0.3,-0.2
Oc1ccc(/C=N/Nc2ccnc3cc(Cl)ccc23)c(O)c1,-15,17,-3,-21,-87,3,8,-1.2,-1,-0.8,-1.5
CCOc1ccc2nc(/N=C/c3c(C)[nH]n(-c4ccccc4)c3=O)sc2c1,13,-1.5,-9,-7,9,-12,-2,3.5,11,-2.4,3.8
Cc1cc(OCCCCN2C(=O)NC(C)(C)C2=O)cc(C)c1Cl,-33,3.6,-5,2,-18,4,7,-0.7,12,0.8,3.9
Cc1nn(-c2cc(N3CCCCC3)ccc2N)c(=O)c2ccccc12,/,1.0,-6,-12,-5,5,6,-0.2,5,-1.8,0.3
O=C(O)CN1c2cccc3cccc(c23)S1(=O)=O,9,1.2,0,i,-8,-2,-13,-0.3,-4,1.3,3.7
CC(=O)c1ccc(NC(=O)C(C)Nc2ccc(Cl)cc2)cc1 (centres undefined),/,-1.3,4,/,6,-1,8,1.8,-8,-1.9,0.7
COc1cccc(COC(=O)Cc2ccc(S(=O)(=O)N3CCOCC3)s2)c1OC,-6,-1.2,2,-12,5,-3,-3,0.8,14,-3.7,1.4
COc1ccccc1N(CC(=O)NC(C)(C)C)S(=O)(=O)c1cccs1,22,-3.7,3,-20,20,6,3,4.9,4,-1.2,-1.0
CSc1nc(C)c(CCOC(=O)c2ccccc2)c(=O)[nH]1,/,1.6,-5,245,-9,2,-6,3.6,-8,-0.9,-0.4
O=C(O)/C=C/C(=O)Nc1ccc(N2CCOCC2)nc1N1CCOCC1,12,0.7,-5,4,-4,-8,-2,0.1,-21,-0.2,1.8
CC1(C)C[C@H](O)[C@]2(CO)CC[C@]3(C)C(=CCC4[C@@]5(C)CC[C@H](O)C(C)(C)C5CC[C@]43C)[C@@H]2C1 (some centres undefined),35,-1.8,-3,-15,10,-15,-4,2.3,-30,1.2,3.9
CCn1c(SCC(=O)Nc2ccc3c(c2)OCCO3)nnc1-c1ccccn1,-5,-0.3,13,-6,2,-10,-7,3.5,-20,-1.1,1.6
O=C(CNS(=O)(=O)c1ccccc1)OCC(=O)c1ccccc1Cl,-8,-4.5,0,-8,25,-1,7,0.2,1,-0.8,0.6
Cc1c(NC(=O)c2csc3c2CCCC3)c(=O)n(-c2ccccc2)n1C,-7,-2.1,-1,-3,13,-3,-4,-0.1,-23,-1.3,3.6
Cn1c(/C=C/c2ccc([N+](=O)[O-])o2)nc2ccccc2c1=O,98*,0.1,-2,-38,-1,-8,-4,/,-20,79*,63*
Cc1ccc2c(CC(=O)NNC(=O)c3ccncc3)coc2c1,17,0.2,0,0,-1,14,0,0.7,16,0.4,3.3
CCc1cccc(Nc2c3c(nc4ncnn24)CCC3)c1,23,-0.2,2,-4,1,0,-5,3.4,-21,-1.1,-2.1
COc1ccccc1CNC(=O)C1CCC(CNc2c(N3CCCCC3)c(=O)c2=O)CC1 (centres undefined),5,1.5,17,-19,-8,1,-2,1.5,-16,-0.6,2.2

# From PubChem
